# MsrA inhibitor: inhibits bovine methionine sulfoxide reductase A | purified bovine MsrA, absorbance read-out | inhibition, % at 15.5 µM | 360,000 compounds, 0.75% hits; in the data active means inhibition above about 4.5%;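 further: 0% = vehicle wells with enzyme and 100% = reference inhibitor wells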
# eLon inh: inhibitors of E. coli Lon protease | P0A9M0 | inhibition, % at 7.94 µM | 360,000 compounds, 0.42% hits | purified E. coli Lon protease, fluorescence polarization | AID 602123; in the data active means inhibition above about 13%, passing the limit was not always enough;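 further: 0% = enzyme with probe and DMSO and 100% = no enzyme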
# FAS-TE inh: FAS thioesterase (human) inhibition; recombinant FAS-TE, OMFH fluorogenic substrate, fluorescence endpoint; AID 602261; inhibition, % at 15 µM; P49327; 360,000 compounds, 0.67% hits;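 active means compounds whose normalised, plate-corrected inhibition of enzyme fluorescence in the single-dose primary screen is 50% or more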;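 further: 0% = DMSO with enzyme and 100% = substrate without enzyme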
# Rpn11 block: blocks the human proteasome subunit Rpn11 | human 26S proteasome, Ub4-pepOG fluorescence polarization; 20S core pre-blocked with epoxomicin | calls only at 20 µM | O00487 | AID 588493 | 360,000 compounds, 0.59% hits;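 active means inhibition at 20 µM, scaled to each plate's controls, above about 33%, limit read from the data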
# MT1-MMP act inh: inhibitors of human MT1-MMP activation; P50281; HT1080 RFP-PRO-GFP cells, GFP/RFP ratio fluorescence, overnight; percent of plate control window, DMSO zero; GFP/RFP ratio change, % at 20 µM; 360,000 compounds, 0.061% hits;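 active means GFP/RFP ratio change of at least 30% with cell ATP level not reduced by more than half and red fluorescence within 50% of control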; further: strong numbers were not always called active
#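 Test system: HT1080 RFP-PRO-GFP cells; Benchmarks: DMSO and RFP-L50D-GFP cell wells; Timing: cells overnight before dosing, compound overnight, 37 °C, 5% CO2; Compound: one 20 µM compound dose with 1% DMSO; Read-out: GFP/RFP fluorescence ratio.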
# CSN inh: blocks human CSN-mediated cullin deneddylation; Q92905; Purified CSN, SCF-Nedd8-OG deneddylation, fluorescence polarization; inhibition, % at 12.5 µM; 360,000 compounds, 0.38% hits; AID 651999;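 active means pattern-corrected inhibition above about 35%, with an unprinted fluorescence ratio check between 0.5 and 1.5, limit read from the data, passing the limit was not always enough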;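 further: 0% = enzyme with substrate and 100% = substrate without enzyme; some results filed as inactive read as strong as hits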
#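 Test system: Human Csn5 produced in HEK293T cells | Compound: 12.5 µM single point | Times: 90 min, room temperature | Signal: Fluorescence polarization readout | Read-out basis: % inhibition of substrate cleavage by Csn5 | Controls: no-enzyme wells high, enzyme-with-substrate wells low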
# MsrA act: bovine methionine sulfoxide reductase A activation; purified bovine MsrA, absorbance read-out; activation, % at 10.6 µM; 360,000 compounds, 0.3% hits; in the data active means activation above about 7.5%;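 further: 0% = vehicle and 100% = reference activator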
# Rin1 Abl inh: human Rin1-Abl interaction inhibition; P00519+Q13671; TR-FRET Rin1/Abl binding, biochemical; inhibition, % at 7.35 µM; 360,000 compounds, 0.4% hits; in the data active means inhibition above about 5%, passing the limit was not always enough
# PABP1 MLLE inh: blocks PAM2 peptide binding to the PABP1 MLLE domain; P11940; GST-MLLE / FITC-PAM2 fluorescence polarization; inhibition, % at 20 µM; 360,000 compounds, 0.36% hits; AID 588489; in the data active means inhibition above about 35%, passing the limit was not always enough;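 further: plate controls were DMSO wells with GST-MLLE for no effect and wells lacking GST-MLLE protein for full effect; some results filed as inactive read as strong as hits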
# Numbers without * were called inactive; i = inactive; x = not tested or not shown; + = active, no number.
# A first look (five entries):
SMILES,MsrA inhibitor,eLon inh,FAS-TE inh,Rpn11 block,MT1-MMP act inh,CSN inh,MsrA act,Rin1 Abl inh,PABP1 MLLE inh
CCC(C)(C(=O)NC1CCCC1)N(CC1CCCO1)C(=O)c1ccc2c(c1)OCO2 (configuration not stated),0.1,3,-5,i,2,0,6,0,3
CN(C(=O)c1cccc(NC(=O)Cc2ccc(NC(=O)C3CCCN(C(=O)C4CCC4)C3)cc2)c1)C1CCC1 (configuration not stated),0.3,-13,-5,i,3,-2,1,-3,6
COc1ccccc1N1CCN(C(=O)Cn2ncc3c([nH]c4ccccc43)c2=O)CC1,-0.2,-9,-1,i,3,0,1,0,3
N#Cc1ccsc1NC(=O)COc1ccc(-c2nnco2)cc1,0.0,-18,-10,i,-8,9,-5,1,-24
COc1ccc2c(c1)CC/C(=C\c1ccc(C)o1)C2=O,0.1,-28,19,i,-16,12,-2,-2,-20

# The list itself, previewed entries included:
SMILES,MsrA inhibitor,eLon inh,FAS-TE inh,Rpn11 block,MT1-MMP act inh,CSN inh,MsrA act,Rin1 Abl inh,PABP1 MLLE inh
CCC(C)(C(=O)NC1CCCC1)N(CC1CCCO1)C(=O)c1ccc2c(c1)OCO2 (configuration not stated),0.1,3,-5,i,2,0,6,0,3
CN(C(=O)c1cccc(NC(=O)Cc2ccc(NC(=O)C3CCCN(C(=O)C4CCC4)C3)cc2)c1)C1CCC1 (configuration not stated),0.3,-13,-5,i,3,-2,1,-3,6
COc1ccccc1N1CCN(C(=O)Cn2ncc3c([nH]c4ccccc43)c2=O)CC1,-0.2,-9,-1,i,3,0,1,0,3
N#Cc1ccsc1NC(=O)COc1ccc(-c2nnco2)cc1,0.0,-18,-10,i,-8,9,-5,1,-24
COc1ccc2c(c1)CC/C(=C\c1ccc(C)o1)C2=O,0.1,-28,19,i,-16,12,-2,-2,-20
COCCNC(=O)CSc1nc2ccccc2c(=O)n1CCC(=O)NCCc1ccc(OC)c(OC)c1,0.6,-11,-1,i,-2,-5,-2,4,5
CCCCCCSc1cc(C)nc2ncnn12,2.1,-1,2,i,-6,-1,-1,-1,8
COc1ccc(N2CCN(c3cncc(C)n3)CC2)cc1,1.4,-11,-4,i,-3,-1,-2,-7,-2
O=C(NC1CCCc2ccccc21)C1CCN(c2nnc(-n3cccc3)s2)CC1 (configuration not stated),0.7,-1,-6,i,-6,1,-2,0,-9
CSc1ccccc1NC(=O)CN1CC(C)OC(C)C1 (configuration not stated),0.9,-8,-7,i,0,-6,-5,1,12
O=S(=O)(c1ccc(N2CCCC2)nc1)N1CCCC1,3.2,-16,-5,i,3,1,-1,4,15
COc1ccc(CCNC(=O)c2noc(C(C)C)c2[N+](=O)[O-])cc1OC,0.7,-8,-4,i,1,-3,-2,-1,5
Cc1ccc(C(=O)N/C(=C/c2ccc(-c3cccc([N+](=O)[O-])c3)o2)C(=O)NC(C)C)cc1,0.3,2,21,i,1,2,-5,-3,1
COCOc1cccc(CN2CCC2(C)C(=O)Nc2ccc(C)c(O)c2)c1 (configuration not stated),-0.4,-4,2,i,8,1,1,-1,-4
CCc1nnc(NC(=O)C2CC(=O)N(CCc3ccc(F)cc3)C2)s1 (configuration not stated),-1.3,-7,3,i,-5,2,-3,-2,-2
Cc1ccccc1Cn1nnc2c1C(=O)c1ccccc1C2=O,0.6,1,12,i,5,6,1,1,-10
CC(C)Oc1ccc(C(=O)NC2(C(F)(F)F)NC(=O)N(CCCc3ccccc3)C2=O)cc1 (configuration not stated),-0.7,2,26,i,-3,3,-3,2,5
CC(C)(C)NC(=O)C1CCC(CNc2c(N3CCCCC3)c(=O)c2=O)CC1 (configuration not stated),0.9,-3,-8,i,-5,2,-12,1,-5
Cc1ccc(N2C(=O)C(F)(F)C2c2ccccc2)cc1 (configuration not stated),0.0,-5,19,i,2,-5,-2,2,-16
Cc1ccccc1C(=O)NC1CCN(CC(=O)Nc2c(C)cccc2C)CC1,-0.7,1,-1,i,0,-2,-1,-3,-13
Cc1cccc(OCC(=O)Nc2ccc(NC(=O)c3ccco3)c(C)c2)c1,0.8,4,0,i,-1,-5,-1,0,-2
O=S(=O)(NCc1csc(-c2cccnc2)n1)c1ccc(Cl)s1,0.5,-21,-5,i,-1,3,-1,-1,-22
O=C(O)c1nccnc1C(=O)Nc1ccccc1N1CCOCC1,1.3,0,-7,i,-3,2,-3,-1,1
Cc1ccc(CN2CCN(CCCn3cnc4c(OCc5ccccc5)ncnc43)CC2)cc1,-0.8,-2,-5,i,2,4,-11,1,-13
CCN(CC(=O)Nc1c(F)cccc1F)C(=O)c1nc2nc(C)cc(C)n2n1,0.7,-8,-8,i,2,1,-1,0,-5
SMILES,MsrA inhibitor,eLon inh,FAS-TE inh,Rpn11 block,MT1-MMP act inh,CSN inh,MsrA act,Rin1 Abl inh,PABP1 MLLE inh
O=C(NCCS(=O)(=O)c1ccc(Br)cc1)c1ccc(F)cc1,-1.6,-10,-4,i,-2,2,-2,0,13
COCCCN1C(=O)C(=O)/C(=C(/O)c2ccc(OCC(C)C)cc2)C1c1cccnc1 (configuration not stated),-0.6,-3,-2,i,1,-3,1,0,-5
Cc1ccc(Br)cc1S(=O)(=O)Nc1cccnc1,-1.2,4,1,i,-3,-7,-12,2,0
CCN(C(=O)CSc1nnc(COc2ccccc2F)n1N)c1c(N)n(Cc2ccccc2)c(=O)[nH]c1=O,0.2,5,-5,i,3,-3,-9,5,-7
Cc1ccc2oc(C(=O)NCC(c3ccco3)N3CCCC3)c(C)c2c1 (configuration not stated),-0.5,-20,-3,i,2,1,-12,1,3
COc1cc(NC(=S)NCc2cccnc2)cc(OC)c1OC,-1.6,-4,-5,i,6,-3,-2,2,6
O=C(/C=C/c1ccc(Br)cc1)NC(=O)c1ccccc1O,1.9,-2,-2,i,0,19,-1,-1,-3
Cc1cc(C)n(C2CCCCC2OC(=O)c2ccccc2)n1 (configuration not stated),-1.0,0,-3,i,1,2,-3,0,-1
Cc1ccc2nc(SC(C)C(=O)N3CCCCC3)[nH]c2c1 (configuration not stated),-0.7,-5,-2,i,-2,1,-7,-2,-35
COc1ccc(N2CCN(C(=O)CCNS(=O)(=O)c3cc(Br)cnc3N)CC2)cc1,x,-9,-2,i,-3,3,-2,-1,-6
Cc1[nH]c2ccccc2c1/C=N/NC(=O)CNC(=O)Cc1ccccc1,2.0,-1,-3,i,1,-3,-2,2,-1
COC(=O)C1=C(C(=O)c2ccccc2)C(c2cccs2)n2nnnc2N1 (configuration not stated),1.1,2,-8,i,2,-2,-1,1,-3
COc1ccc(S(=O)(=O)N2CCOCC2)cc1NC(=O)COC(=O)c1oc2ccccc2c1C,-1.2,-12,-8,i,2,-4,-7,1,-44
O=C(O)CN1CCCCC1,-0.5,3,-2,i,0,-7,-3,0,11
Cc1cccc(-c2nnc(-c3cccc(NC(=O)Cc4cccs4)c3)o2)c1,0.2,-1,30,i,4,5,-1,5,0
COC(=O)COc1ccc(C(C2C(=O)CC(C)(C)CC2=O)C2C(=O)CC(C)(C)CC2=O)cc1,0.3,3,-4,i,-2,-3,-4,1,6
Cc1ccc(-c2n[nH]c(=S)n2/N=C/c2ccc(C)o2)cc1,0.8,-12,-3,i,2,-4,1,2,-19
C/C(=N\NC(=O)c1ccccc1-n1cccc1)c1ccccn1,0.1,-11,0,i,5,7,2,-3,12
Oc1ccc(Br)cc1CNc1cnc2ccccc2c1,-0.3,6,12,i,1,1,-2,3,14
COc1ccc(C(=O)OCC(=O)N2C(C)CCCC2C)cc1S(=O)(=O)N1CCOCC1 (configuration not stated),-0.1,-3,-1,i,-1,-1,-6,4,-22
Cc1ccc2nsnc2c1S(=O)(=O)NCCc1c(C)[nH]c2ccc(F)cc12,1.3,1,18,i,2,-1,-4,-2,-14
CC(=O)n1cc(C2C(=O)CCCC2=O)c2ccccc21,-0.2,-9,-4,i,1,3,-6,2,4
O=[N+]([O-])c1ccc(Cl)c(-c2ccc(/C=N/c3c(-c4ccco4)nc4ccccn34)o2)c1,2.2,6,4,i,-8,-6,0,-3,2
O=C(Nc1ccc(Br)cc1)c1ccc2c(c1)OCO2,-0.4,-2,0,i,9,-3,-3,1,0
CN1CCN(C(=S)NC(=O)c2ccc(-c3ccccc3)cc2)CC1,-0.3,-1,2,i,3,2,-2,2,-9

# Complete entries from above. Order of screens: MsrA inhibitor	eLon inh	FAS-TE inh	Rpn11 block	MT1-MMP act inh	CSN inh	MsrA act	Rin1 Abl inh	PABP1 MLLE inh
# O=[N+]([O-])c1ccc(Cl)c(-c2ccc(/C=N/c3c(-c4ccco4)nc4ccccn34)o2)c1 as listed: 2.2	6	4	i	-8	-6	0	-3	2
# Cc1ccc2nsnc2c1S(=O)(=O)NCCc1c(C)[nH]c2ccc(F)cc12 as listed: 1.3	1	18	i	2	-1	-4	-2	-14

# (continued)
SMILES,MsrA inhibitor,eLon inh,FAS-TE inh,Rpn11 block,MT1-MMP act inh,CSN inh,MsrA act,Rin1 Abl inh,PABP1 MLLE inh
Cc1ccn2cc(CCNS(=O)(=O)c3ccc4c(c3)OCCO4)nc2c1,0.0,-12,-6,i,2,-1,-2,-3,-12
Cc1cc(C)c(S(=O)(=O)N2CCC(C(=O)OCc3c(C)noc3C)CC2)c(C)c1,0.9,-4,19,i,-4,-8,-2,3,-13
CCC(=O)Nc1c(C(=O)Nc2ccc3c(c2)OCCO3)oc2ccccc12,3.3,1,11,i,0,4,-4,-7,-13
CCCCNC(=S)Nc1ccc(SC(F)F)cc1,0.3,-1,15,i,8,6,-8,2,-3
COc1cc(OC)c(OC)cc1/C=C1\Oc2cc(OS(C)(=O)=O)ccc2C1=O,-2.0,-210,-57,+,-105,55*,-2,-3,-83
COC(=O)C[C@H]1C[C@@H]2c3cc(NC(=O)CN(C)C)ccc3O[C@@H]2[C@H](CO)O1,-1.4,7,-6,i,-2,-3,-1,-4,4
CCOC(=O)C1(C)CCN1C(=O)c1ccc(Cl)nc1 (configuration not stated),0.6,-3,-5,i,0,1,0,1,5
Cc1ccc(/C=N/NC(=O)c2ccc3nc[nH]c3c2)s1,7.3*,5,-7,i,2,-11,-3,-1,1
O=C(COc1ccc2ccccc2c1)NCC(=O)N/N=C/c1ccco1,-0.4,4,-2,i,0,1,-3,0,4
Cc1ccc(S(=O)(=O)Nc2cccc3ncccc23)s1,x,-3,9,i,-43,2,-1,-3,7
Cc1cc(Cl)ccc1OCC(=O)N/N=C1\CC2C=CCC12 (configuration not stated),2.4,-10,0,i,-2,-2,0,-3,2
COc1ccc(CCNC(=O)Cn2nnc(-c3ccc(N4CCOCC4)cc3)n2)cc1OC,-0.5,-11,-7,i,2,3,-2,-1,3
Cn1ncc(Cl)c1C(=O)Nc1nnc(C2CC2)s1,0.4,-4,-9,i,1,-1,-5,3,-1
CCCCNC(=O)c1nc2ncc(Br)cn2n1,-0.1,-10,-9,i,-2,1,-1,-2,-10
CCn1nnc(-c2ccccc2NC(=O)c2cc(OC)c(OC)c(OC)c2)n1,0.0,3,5,i,8,5,-8,0,0
O=C(NNS(=O)(=O)c1ccc(CCCl)cc1)C(O)(c1ccccc1)c1ccccc1,-1.8,-5,-4,i,2,-1,-4,-1,5
C=C1c2ccccc2NC(=O)N1c1ccc(OC)cc1,-0.5,3,-6,i,1,-5,-3,2,15
